Runt-SMMHC FRET: Runt domain-CBFb-SMMHC interaction inhibition. inhibition, % at 20 µM. Q01196+Q13951. Cerulean-Runt/Venus-CBFb-SMMHC FRET ratio 530/480, 1 h. actives 0.74% (n = 220,000);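 active = mean inhibition across duplicate retests at 20 µM reaching about 50%, limit read from the data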;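 note: 0% = DMSO wells and 100% = wells with excess untagged CBFb-SMMHC; inhibitors lower the FRET ratio by blocking Runt binding to CBFb-SMMHC; some results filed as inactive read as strong as hits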
p97 inhibitor: human p97 ATPase inhibition | inhibition, % at 8 µM | AID 1481 | P55072 | recombinant p97 ATPase, Kinase-Glo ATP luminescence, 3 h | actives 0.42% (n = 220,000); in the data active = inhibition above about 15%;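 note: 0% = DMSO vehicle and 100% = wells lacking enzyme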
Mdm2 ligase inh: inhibitors of human Mdm2 E3 ubiquitin ligase; Q00987; cell-based MDM2 ubiquitination luciferase reporter, 2 h; 0 = plate control, 100 = twice control, blank-subtracted; signal enhancement, % at 5 µM; actives 0.11% (n = 210,000);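 active = signal enhancement of 30% or more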;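 note: luminescence tracks abundance of the self-degrading MDM2-luciferase fusion protein; higher signal means inhibition of MDM2 E3 ligase activity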
Target sequence (Q00987 whole entry, looked up, the tested form may be a part): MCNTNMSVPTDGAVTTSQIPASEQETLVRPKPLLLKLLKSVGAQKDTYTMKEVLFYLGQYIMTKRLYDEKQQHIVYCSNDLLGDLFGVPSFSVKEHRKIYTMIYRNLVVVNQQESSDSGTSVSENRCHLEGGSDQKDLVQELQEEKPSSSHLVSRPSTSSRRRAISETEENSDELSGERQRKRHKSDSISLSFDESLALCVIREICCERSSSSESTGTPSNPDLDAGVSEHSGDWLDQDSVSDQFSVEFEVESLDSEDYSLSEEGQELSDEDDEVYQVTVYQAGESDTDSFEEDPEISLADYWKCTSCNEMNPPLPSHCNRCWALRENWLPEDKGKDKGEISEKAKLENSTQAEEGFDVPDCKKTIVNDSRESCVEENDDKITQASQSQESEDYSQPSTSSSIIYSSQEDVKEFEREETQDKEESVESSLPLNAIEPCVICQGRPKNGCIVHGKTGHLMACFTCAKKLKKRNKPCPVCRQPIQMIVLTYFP
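test system = mammalian cells stably expressing self-ubiquitinating, self-degrading MDM2 E3–luciferase fusion | quantity = 2000 cells/well | incubation = cell settling 4 h, compound treatment 2 h, both 37 °C | signal = luminescence with SteadyLite reagent, 15 min at room temperature | evaluation = % enhancement relative to plate controls after blank subtraction | benchmarks = plate controls and plate blanks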
RBBP9 inhibitor: blocks human serine hydrolase RBBP9. recombinant RBBP9, FP-Rh probe fluorescence polarization. inhibition, % at 7.94 µM. O75884. actives 0.2% (n = 220,000);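 active = inhibition above the campaign mean of all tested compounds plus 3 SD, cut at about 14% in these data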;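 note: plate controls were DMSO wells with RBBP9 for no effect and wells lacking RBBP9 protein for full effect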
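System: RBBP9 protein / Buffer or medium: Tris/NaCl buffer pH 8.0 with 0.1% Pluronic / Probe or stimulus: Serine-hydrolase probe FP-Rh, 375 nM pre-mixing / Dosing: 7.94 µM single dose, 0.794% DMSO / Times: enzyme-compound preincubation 30 min, then probe labeling 45 min, 25 °C / Technique: fluorescence polarization (mP), excitation 525 nm, emission 598 nm / Replication: singlicate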
Runt-CBFb FRET: inhibitors of human RUNX1 Runt domain binding to CBFb. Q01196+Q13951. Cerulean-Runt/Venus-CBFb FRET ratio 530/480, 1 h. inhibition, % at 20 µM. actives 0.46% (n = 220,000). AID 1496;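 active = inhibition over about 50% at 20 µM in the single-dose screen, limit read from the data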;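 note: 0% = DMSO wells and 100% = excess unlabeled CBFb competitor control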
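test system = Cerulean-Runt domain fusion protein, energy donor | probe or stimulus = Venus-CBFb binding partner, 100 nM | incubation = two 1 h room-temperature incubations shielded from light | detection = fluorescence energy transfer, 422 nm excitation, 530/480 nm emission | measure = loss of energy transfer signal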
NPY2 pot ag: potentiates or activates human NPY-Y2 receptor | actives 0.45% (n = 220,000) | cells expressing NPY-Y2, potentiator/agonist read-out | activation, % at 3.6 µM | AID 1359; in the data active = activation above about 27%;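 note: cells stimulated with NPY near EC25 plus isoproterenol at EC100; 0% = vehicle plus submaximal agonist and 100% = vehicle plus saturating agonist; some results beyond the cut were filed as inactive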
NPY Y1 blocker: blocks the human neuropeptide Y Y1 receptor; HEK293-CNG Y1 cells, membrane potential fluorescence; NPY at EC95, then isoproterenol; inhibition, % at 3.6 µM; actives 1% (n = 200,000); AID 1040;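 active = inhibition above the campaign mean inhibition of all tested compounds plus 3 SD, cut at about 20% in these data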;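 note: 0% = DMSO wells given NPY plus isoproterenol and 100% = isoproterenol alone without NPY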
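Material: HEK293 cells with Y1 receptor plus CNG channel; times: compound incubation 1 h at room temperature, readout 45 min post-stimulation; signal: fluorescence, membrane potential probe; read-out basis: fluorescence ratio normalized to % inhibition between controls; benchmarks: full-block control isoproterenol-only wells, zero-block control NPY plus isoproterenol wells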
Hck-Nef inh: blocks Nef-activated human Hck kinase; P08631; Recombinant Hck-YEEI plus Nef, Z-Lyte FRET kinase assay; inhibition, % at 20 µM; actives 0.68% (n = 220,000); AID 463187;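 active = Hck-Nef kinase inhibition above about 50%, limit read from the data; inactive = inhibition below that limit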;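 note: 0% = DMSO with Hck plus Nef and 100% = Hck alone without Nef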
Target sequence (P08631 whole entry, looked up): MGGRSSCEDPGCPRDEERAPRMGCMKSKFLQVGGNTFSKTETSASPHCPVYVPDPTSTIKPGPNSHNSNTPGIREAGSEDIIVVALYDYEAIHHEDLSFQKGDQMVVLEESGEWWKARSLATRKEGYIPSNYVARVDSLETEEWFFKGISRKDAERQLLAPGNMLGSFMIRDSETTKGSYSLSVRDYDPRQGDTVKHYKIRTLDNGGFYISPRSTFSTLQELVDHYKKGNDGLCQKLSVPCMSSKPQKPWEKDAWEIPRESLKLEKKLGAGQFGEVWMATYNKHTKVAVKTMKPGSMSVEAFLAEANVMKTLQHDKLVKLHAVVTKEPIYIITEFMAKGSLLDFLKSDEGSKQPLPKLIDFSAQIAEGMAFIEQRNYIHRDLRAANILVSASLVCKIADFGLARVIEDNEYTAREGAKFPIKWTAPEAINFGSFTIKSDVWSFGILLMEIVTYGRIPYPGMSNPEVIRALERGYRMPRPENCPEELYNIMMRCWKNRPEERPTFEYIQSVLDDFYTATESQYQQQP
NPY1 pot ag: potentiators or agonists of human neuropeptide Y receptor Y1; activation, % at 3.6 µM; actives 0.37% (n = 220,000); NPY-Y1 expressing cells, potentiator/agonist activation; P25929; in the data active = activation above about 33%, passing the limit was not always enough;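 note: cells stimulated with NPY at EC10 then isoproterenol at EC100; 0% = low agonist plus stimulus and 100% = saturating agonist plus stimulus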
Active calls of the source: *; · = no result given.

SMILES | Runt-SMMHC FRET | p97 inhibitor | Mdm2 ligase inh | RBBP9 inhibitor | Runt-CBFb FRET | NPY2 pot ag | NPY Y1 blocker | Hck-Nef inh | NPY1 pot ag
COC(=O)C1=C(C)N(c2ccccc2)/C(=C/c2cccs2)C1=O | -2 | 5 | -5 | -3 | -3 | 14 | -4 | 2 | 15
O=C(CCN1CCC(c2ccccc2)C1)c1ccccc1 (centres undefined) | -6 | 2 | 8 | 1 | 1 | 6 | 4 | 3 | 10
CCCN(CC1COc2ccccc2O1)C(=S)Nc1ccc(C)cc1 (centres undefined) | 0 | -9 | -21 | -4 | 0 | -5 | -3 | 5 | -25
O=C(CN(Cc1ccccc1)S(=O)(=O)c1ccc(Br)cc1)NCc1ccco1 | 2 | -3 | -8 | -6 | 0 | 1 | 6 | 10 | 7
CC1CCCC(NC(=O)CSc2ncccc2C(=O)O)C1C (centres undefined) | -2 | 1 | -1 | -1 | 1 | 0 | -4 | 0 | 4
CN(C)NC1=CC(=[N+]2CCCC2)CC(C)(C)C1 | 12 | 5 | -18 | 1 | -3 | -1 | 0 | 25 | 15
O=C(Nc1ccc2nn(-c3ccc(F)cc3)nc2c1)c1cccnc1 | 4 | 7 | 23 | -7 | 3 | 4 | 0 | 28 | -3
OC(COc1c(Br)cc(Br)cc1Br)CN1CCOCC1 (centres undefined) | 4 | -6 | -3 | -3 | 0 | -13 | 5 | 3 | -23
CCCOC(=O)c1[nH]c2c(c1C)C(=O)CC(c1cc(OC)c(OC)c(OC)c1)C2 (centres undefined) | 0 | -6 | -24 | -5 | -6 | 18 | -8 | -1 | 22
COc1cccc(CNc2ncnc3cc(Cl)ccc23)c1 | -2 | -3 | -17 | 6 | 0 | -4 | 5 | 19 | -8
CCc1ccc(CN(C)CCc2ccccn2)cc1 | 0 | -6 | -6 | -5 | 1 | 1 | 5 | -1 | 6
CCCCCOC(=O)C1=C(C)NC(=O)NC1c1ccccc1OCC (centres undefined) | -5 | -1 | -10 | -1 | -6 | 5 | -6 | 3 | 1
O=C(O)/C=C\C(=O)NC1CCCCC1 | 2 | 4 | -8 | -3 | -2 | 6 | -3 | 1 | -1
CCOC(=O)c1sc(Nc2nc3ccc(OC)cc3s2)cc1C | 62* | -1 | -1 | -4 | 6 | -4 | 5 | 4 | -5
N#Cc1cc(-c2ccccc2)nc(N2CCNCC2)n1 | 0 | 3 | -5 | 0 | 2 | -11 | · | 19 | 7
CCOC(=O)C1=C(C)N(C)C(C)=C(C(=O)OCC)C1c1ccncc1 | 0 | -4 | -20 | 0 | -3 | 8 | 6 | 2 | 5
Cc1ccccc1-c1nnc(-c2cccs2)o1 | -2 | 1 | -15 | 4 | 0 | -2 | 7 | -4 | -9
Cc1ccc(-c2nn(CC(=O)NCC3CCCO3)c(=O)c3ccccc23)cc1 (centres undefined) | 3 | 4 | -19 | 1 | -2 | -4 | 0 | 2 | -10
Cc1nnc(SCC(=O)Nc2c(Cl)cccc2Cl)[nH]c1=O | -1 | 6 | -23 | -2 | 1 | 9 | -5 | 20 | -5
CC(C)(C)NC(=O)NCCc1ccccc1 | 0 | 9 | -16 | -3 | 0 | 9 | · | 4 | 8
CN(C)CCOC(=O)CCc1ccccc1 | -4 | 2 | -15 | -4 | -1 | 6 | 6 | 0 | -12
CC[C@H](C)[C@H](NS(=O)(=O)c1ccc(C)cc1)C(=O)N1CCC(C(=O)N[C@H](C(=O)O)C(C)C)CC1 | 4 | -7 | -18 | -5 | 0 | 2 | 4 | 0 | -15
CCOC(=O)C1(Cc2cccc(OC)c2)CCN(Cc2cccc3cnccc23)CC1 | 6 | 3 | -25 | -1 | 6 | -14 | 14 | -10 | 3
O=C(Nc1nc(C2C3CC4CC(C3)CC2C4)cs1)c1cc2cc([N+](=O)[O-])ccc2oc1=O (centres undefined) | -18 | -1 | -9 | -6 | -6 | 0 | -2 | 3 | 1
Cc1cc(C)cc(Oc2ccc(NC(=O)C3CC=CCC3C(=O)O)cc2)c1 (centres undefined) | -4 | 0 | 7 | 3 | -1 | 0 | -4 | 4 | -2
COc1cc(-c2nnn(CC(=O)NCc3ccccc3)n2)cc(OC)c1OC | 1 | 1 | -19 | 4 | 1 | -1 | 7 | 26 | -9
CCc1nnc(NC(=O)CSc2nnc(-c3ccco3)n2CCOC)s1 | 4 | 3 | · | -1 | 2 | 1 | 4 | 3 | -13
CC(C)C(NC(=O)c1ccco1)C(=O)NCC(c1ccco1)N(C)C (centres undefined) | 2 | -3 | -3 | 1 | 2 | -16 | -2 | 2 | 4
Cc1cnc(C)c(N(C)NC(=S)Nc2ccccc2)n1 | -2 | 5 | 0 | -6 | 1 | 8 | 0 | 2 | 10
Cc1cc(C(=O)CC#N)c(C)n1CC(F)(F)F | -9 | 2 | -16 | -6 | -2 | -3 | -8 | 2 | -6
Cn1cccc1/C=N/NC(=O)CSc1nc2ccccc2n1C | 1 | 1 | -11 | -4 | 0 | -11 | · | 17 | 0
COc1ccc(-c2noc(-c3cc4ccccc4oc3=O)n2)cc1 | -9 | 3 | -10 | 8 | 1 | 7 | 1 | -2 | 16
CCCCn1c(CCC(=O)O)nc2cc(S(=O)(=O)N(CC)CC)ccc21 | -3 | 2 | -20 | -11 | -3 | -18 | · | 8 | -14
O=C(Cn1nnc(-c2ccc3c(c2)OCO3)n1)NCc1ccccc1 | -11 | 2 | 5 | -6 | 0 | 7 | 7 | 16 | -4
COc1ccc(-n2c(Cc3cccn3C)nnc2SCC(=O)Nc2ccc(C)cc2C)cc1 | -4 | 2 | -7 | -2 | -2 | 17 | 2 | -1 | 9
CC(NC(=O)CSc1nc(=O)cc(N)n1-c1ccccc1)c1ccccc1 (centres undefined) | 2 | 0 | -15 | -2 | -2 | 4 | 3 | 2 | 1
COc1ccccc1-c1cc2nc(C)c(CCC(=O)NCc3ccc(F)cc3)c(C)n2n1 | -6 | 2 | -1 | -4 | -3 | -8 | · | 11 | -1
CCN=C1NN=C(c2c[nH]c3ccccc23)CS1 | -5 | 4 | -20 | 5 | 2 | 8 | -6 | 10 | -4
CS(=O)(=O)Nc1ccc2c(c1)C(=O)OC2 | 0 | 2 | 2 | 0 | 2 | 4 | -5 | 0 | -19
CC1(C)CC(=O)C(c2c[nH]c3ccccc23)C(=O)C1 | -6 | 6 | -3 | -8 | 8 | -6 | 3 | 19 | 6
COc1ccc(/C(C)=N/NS(=O)(=O)c2ccccc2)c(OC)c1 | 2 | 8 | -5 | -3 | -1 | 11 | 0 | 18 | -2
Cc1ccc(NC(=O)CC(C)N2CCCC2)cc1 (centres undefined) | 0 | -5 | -11 | -14 | -2 | 1 | -1 | -11 | 3
COc1cccc(OCCNC(=O)CSc2ccc(C(F)(F)F)cc2[N+](=O)[O-])c1 | 3 | -4 | 2 | -10 | -3 | 8 | 3 | -2 | -18
O=C(Cc1ccccc1)NCC(=O)OCc1ccc([N+](=O)[O-])cc1 | -2 | 0 | -88 | -2 | -1 | 16 | 0 | -1 | -10
Cc1ccc(C(=O)N/C(=C\c2ccc(Cl)cc2)C(=O)NCC2CCCO2)cc1 (centres undefined) | -1 | 3 | -7 | 0 | 1 | 1 | -8 | 4 | 4

2 compounds picked at random from the list so far, as already listed:
SMILES | Runt-SMMHC FRET | p97 inhibitor | Mdm2 ligase inh | RBBP9 inhibitor | Runt-CBFb FRET | NPY2 pot ag | NPY Y1 blocker | Hck-Nef inh | NPY1 pot ag
O=C(Cn1nnc(-c2ccc3c(c2)OCO3)n1)NCc1ccccc1 | -11 | 2 | 5 | -6 | 0 | 7 | 7 | 16 | -4
COc1ccc(-c2noc(-c3cc4ccccc4oc3=O)n2)cc1 | -9 | 3 | -10 | 8 | 1 | 7 | 1 | -2 | 16

(list continues)
SMILES | Runt-SMMHC FRET | p97 inhibitor | Mdm2 ligase inh | RBBP9 inhibitor | Runt-CBFb FRET | NPY2 pot ag | NPY Y1 blocker | Hck-Nef inh | NPY1 pot ag
COc1ccc2nc(C(F)(F)C(F)(F)F)c(C#N)c(N)c2c1 | 3 | -1 | -12 | -17 | 2 | 13 | 2 | 20 | 10
COc1ccc(N2C(=O)c3ccccc3NC2c2ccc(OC)c(COc3ccccn3)c2)cc1 (centres undefined) | 6 | 0 | -6 | -5 | 2 | 1 | 8 | 2 | -21
COc1ccc(N/C=C2\C(=O)CCc3c2oc2cc(Cl)c(O)c(Cl)c32)cc1 | -164 | 5 | -2 | -2 | -3 | 18 | · | 5 | -3
CC1CC(C)(C)N(C(=O)NC2CCCCC2)c2ccccc21 (centres undefined) | -2 | 3 | -1 | -6 | -1 | 3 | -3 | 5 | -7
CC1(C)Cc2ccccc2-c2nc(CN3CCOCC3)[nH]c(=O)c21 | 2 | 3 | -17 | -1 | 0 | 1 | -2 | 0 | 12
COc1ccc(NC(=O)CCN2C(=O)c3ccccc3S2(=O)=O)c(OC)c1 | 0 | -3 | 6 | -3 | 2 | 3 | -2 | 13 | -5
COC(=O)C1=C(C)N(CCc2ccccc2)C(=O)C1(NS(=O)(=O)c1ccc(NC(C)=O)cc1)C(F)(F)F (centres undefined) | -5 | 0 | -21 | -3 | 0 | -16 | 3 | 1 | 22
Cc1ccc(S(=O)(=O)CC(O)COc2ccc(F)cc2Cl)cc1 (centres undefined) | 1 | -5 | -5 | -2 | 0 | -33 | 5 | -3 | -9
Cc1cccc(S(=O)(=O)Nc2nc3ccccc3nc2Nc2ccc3c(c2)OCO3)c1 | 25 | 0 | -1 | 0 | 5 | -4 | 0 | 3 | -4
COc1ccc(-c2csc(N3CCN(C(=O)c4ccco4)CC3)n2)cc1 | 1 | -2 | -8 | -6 | 7 | -2 | 6 | 0 | -7
Cc1ccc2c(c1)NC(=O)c1cc([N+](=O)[O-])ccc1O2 | -2 | -4 | -9 | -7 | 0 | -8 | 3 | 25 | -9
O=C(Nc1ccc2c(c1)OCO2)c1cccc2c1C(=O)N(Cc1cccnc1)C2 | -3 | 1 | -12 | -5 | 0 | 16 | 0 | -1 | 9
Cc1cc(NC(=O)c2cccs2)no1 | 3 | 3 | · | -4 | 2 | 12 | · | 19 | 28
CCN(CC)C(=O)CC(c1ccc2c(c1)OCO2)c1c(OC)cc(OC)c2ccc(=O)oc12 (centres undefined) | 4 | · | 15 | · | 1 | · | · | 25 | ·
CNC(=O)c1nnsc1S(=O)c1ccc(Cl)cc1 (centres undefined) | 10 | 7 | -23 | -9 | 20 | 8 | -2 | -3 | 10

Screens as filed in PubChem BioAssay.
